KCNH2 WT inh – qHTS for Inhibitors of KCHN2 3.1: Wildtype qHTS; 340,000 tested, 0.37% active; activity change, % at 1.84 µM; AID 720551, 2013; Voltage-gated inwardly rectifying potassium channel KCNH2 (Homo sapiens), Q12809; U2OS, BacMam KCNH2, thallium flux FluxOr; stronger effect = lower value;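 active = maximum activity change below -70%; inconclusive = maximum activity change between -70% and -50%; inactive = maximum activity change above -50%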; note: % is set by controls: 0 for no effect and ±100 for the full control effect
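U2OS cells were transduced with wild-type KCNH2 virus (2.03 x 10^8 / mL) for 4 h at room temperature, then cultured overnight at 37 C. Thallium flux was read with FluxOr dye. Rate constants were normalized to DMSO controls.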
ASM inhibitor – Inhibitors of Secretory Acid Sphingomyelinase (S-ASM): qHTS | AID 504937, 2011 | placental ASM, HMU-PC fluorogenic substrate, 60 min | 340,000 tested, 0.006% active | Potency, µM (top dose mostly 57.5 µM), without a hit: at the top dose activity change, negative = inhibition, actives largely listed as inhibitors | Sphingomyelin phosphodiesterase (Homo sapiens), P17405; note: potency is the fitted concentration of half-maximal effect
Target sequence (P17405 47-631 limits assumed): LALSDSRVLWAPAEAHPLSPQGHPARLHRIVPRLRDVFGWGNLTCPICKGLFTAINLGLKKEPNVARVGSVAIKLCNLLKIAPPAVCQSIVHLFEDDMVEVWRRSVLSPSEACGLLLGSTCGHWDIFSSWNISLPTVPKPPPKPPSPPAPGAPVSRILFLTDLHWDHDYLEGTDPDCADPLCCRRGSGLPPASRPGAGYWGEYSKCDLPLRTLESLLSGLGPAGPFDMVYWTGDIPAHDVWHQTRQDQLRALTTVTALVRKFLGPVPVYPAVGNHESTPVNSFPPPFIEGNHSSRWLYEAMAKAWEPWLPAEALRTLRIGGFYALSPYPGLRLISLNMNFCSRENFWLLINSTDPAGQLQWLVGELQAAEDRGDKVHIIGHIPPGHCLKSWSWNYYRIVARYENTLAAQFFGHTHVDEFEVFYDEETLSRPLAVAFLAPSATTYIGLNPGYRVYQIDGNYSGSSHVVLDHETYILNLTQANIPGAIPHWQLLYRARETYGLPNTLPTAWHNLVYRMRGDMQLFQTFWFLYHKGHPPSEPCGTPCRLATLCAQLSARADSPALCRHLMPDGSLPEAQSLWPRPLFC
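Fluorescence read-out (Ex 386 nm, Em 447 nm) after stopping the reaction at pH 10. Enzyme: ASM from human placenta; substrate HMU-PC0, 9 uM final; 60 min, 37 °C. Compound preincubation 10 min, ambient temperature.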
A-T KAP1 phos – qHTS Assay for Identifying a Potential Treatment of Ataxia-Telangiectasia. 320,000 tested, 0.19% active. Potency, µM (series often up to 57.5 µM), inactives show top-dose activation, usual class: activators. […] A-T fibroblasts, KAP-1 phosphorylation AlphaLISA; neocarzinostatin DNA damage 30 min before lysis; note: potency is the fitted concentration of half-maximal effect; % of control where 0% means no effect; nearly all actives have a fitted effect of over 45% in size
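hTERT-immortalized A-T patient fibroblasts ([…]), 500 cells/well in OPTI-MEM, 1% FBS, got compounds for 60 min, then NCS for 30 min at 37C. Lysates were then assayed for phospho-KAP-1 by AlphaLISA (anti-pKAP1 donor, anti-KAP1 acceptor beads), 6 hr at 25C.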
a7 integrin act – qHTS for Activators of Integrin-Mediated Alleviation for Muscular Dystrophy; AID 624291, 2012; 350,000 tested, 0.064% active; Potency, µM (doses to about 38.3 µM), for inactives: at the highest dose activation, actives largely listed as activators; alpha7betagal myoblasts, beta-gal FDG fluorescence, 48 h;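 note: potency is the fitted concentration of half-maximal effect; 100% = response of the positive control SU9516; nearly all actives have a fitted effect of over 60% in size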
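Alpha7betagal+/- myoblasts (passage 13) were plated 16-24 hr, then exposed to compounds (1:260 dilution of DMSO stock) for 48 hours at 37C. After MPER lysis, β-galactosidase reporter activity was read as FDG fluorescence (ex 480/em 540) after 30 minutes.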
TRPV1 ag – HTS Assay for Compounds that Act as Agonists of the Vanilloid Receptor 1; Transient receptor potential cation channel subfamily V member 1 (Homo sapiens), Q8NER1; TRPV1-expressing cells, Fluo-8 calcium influx, agonist mode; activation, % at 8.33 µM; 320,000 tested, 0.19% active; in the data active = activation above about 80%; inconclusive = between about 30% and that limit; note: 0% is about no effect
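TRPV1-expressing cells were cultured overnight at 35.5C and loaded with Fluo-8 calcium dye for 40 to 90 min at room temperature. After a 10 s baseline, compound was added and calcium influx was read kinetically for 3 min (ex 480/em 520 nm).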
FBPA coupling cs – qHTS Assay for Inhibitors of Fructose-1,6-bisphosphate Aldolase from Giardia Lamblia: Coupling assay counterscreen; activity change, negative = inhibition, % at 58.2 µM, hits read low; 290,000 tested, 0.67% active; AID 2472, 2010; coupling enzyme system counterscreen, AmpLite Red fluorescence; in the data active = activity change below about -30%; note: % is set by controls: 0 for no effect and ±100 for the full control effect
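First, compound is pin-transferred into glyceraldehyde-3-phosphate coupling-enzyme reagent at 57.5 uM final and held 10 min at RT. Next, substrate, coupling system and AmpLite Red are added. After 20 min RT, fluorescence (525/598 nm) is read.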
MLL CXXC-DNA inh – qHTS Fluorescence Polarization Assay for Inhibitors of MLL CXXC domain - DNA interaction; 290,000 tested, 0.037% active; MLL-CXXC / FITC-HOXA9 DNA fluorescence polarization; AID 2662, 2010; Potency, µM (highest dose often 115 µM), inactives show at the highest dose activity change, negative = inhibition, most hits filed as inhibitors; Histone-lysine N-methyltransferase 2A (Homo sapiens), Q03164; active = well fitted inhibition curve with a large enough effect in the polarisation, with a control signal flat, not every such curve was filed as active; inconclusive = small, poorly fitted or top-dose-only effect, or effect the other way, or a change in a side signal; inactive = no such curve, though single readings can be large or run the other way; the % refers to the polarisation; note: potency is the fitted concentration of half-maximal effect
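Steps: dispense CXXC domain solution (7 uM) → pin compounds or unlabeled HOX-A9 DNA control → 5 min ambient → add FLSN-HOX-A9 solution (50 nM) → spin → 30 min ambient → fluorescence polarization. Tris pH 7.5/NaCl/DTT/BSA buffer.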
MBNL1-CUG inh – qHTS Assay for Inhibitors of MBNL1-poly(CUG) RNA binding. TR-FRET MBNL1-His/biotin-(CUG)12 binding, 665/545 ratio. Potency, µM (titrated, usually from 57.5 µM), for inactives: at the highest dose activity change, negative = inhibition, most hits filed as inhibitors. 280,000 tested, 0.036% active. AID 2675, 2010; active = well fitted inhibition curve with a large enough effect in the signal ratio, with a control signal flat, not every such curve was filed as active; inconclusive = small, poorly fitted or top-dose-only effect, or effect the other way, or a change in a side signal; inactive = no such curve, though single readings can be large or run the other way; the % refers to the signal ratio; note: potency is the fitted concentration of half-maximal effect; % is set by controls: 0 for no effect and ±100 for the full control effect
Target sequence (Q9NR56 whole entry, looked up): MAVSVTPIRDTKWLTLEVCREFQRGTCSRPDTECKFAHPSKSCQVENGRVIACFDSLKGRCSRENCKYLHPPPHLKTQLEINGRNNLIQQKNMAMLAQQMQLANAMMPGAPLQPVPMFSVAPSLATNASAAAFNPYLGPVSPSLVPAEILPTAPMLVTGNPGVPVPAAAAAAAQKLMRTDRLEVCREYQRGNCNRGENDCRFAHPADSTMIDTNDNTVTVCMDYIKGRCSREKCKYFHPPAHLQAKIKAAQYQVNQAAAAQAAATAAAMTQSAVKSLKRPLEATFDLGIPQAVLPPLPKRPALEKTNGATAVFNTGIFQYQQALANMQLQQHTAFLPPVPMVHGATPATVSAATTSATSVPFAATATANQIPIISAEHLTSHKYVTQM
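TR-FRET between His-tagged MBNL1 and biotin-(CUG)12 RNA, detected with Tb anti-His antibody (0.055 ng/ul) and streptavidin-XL665 (5 nM), 60 min at room temperature. Compounds titrated 92 nM to 58 uM; 665/545 nm ratio normalized to buffer and complex controls.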
GALK inh – qHTS Assay for Inhibitors of Human Galactokinase (GALK); Purified GALK, Kinase-Glo residual ATP luminescence; Potency, µM (titrated, usually from 57.5 µM), for the others: at the top dose activity change, negative = inhibition, most hits filed as inhibitors; 270,000 tested, 0.007% active; AID 1868, 2009; note: potency is the fitted concentration of half-maximal effect; % is set by controls: 0 for no effect and ±100 for the full control effect
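Kinase-Glo Plus luminescence measured ATP left after a 1 h room-temperature reaction. The reaction used 5 nM GALK, 100 uM galactose and 35 uM ATP at pH 8.0 (20 mM HEPES, 5 mM MgCl2, 60 mM NaCl, 1 mM DTT, 0.01% BSA).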
KCNH2 3.1 block – qHTS for Inhibitors of KCHN2 3.1: Mutant qHTS | AID 720553, 2013 | 340,000 tested, 0.95% active | Potassium voltage-gated channel subfamily H member 2, brain isoform KCNH2 3.1 (human) | U2OS KCNH2 3.1, thallium flux FluxOr; stronger effect = lower value | activity change, % (tested at about 1.8 µM);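 active = maximum activity change below -70%; inconclusive = maximum activity change from -70% to -50%; inactive = maximum activity change above -50%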;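 note: thallium influx rate constant from kinetic fluorescence after stimulation buffer; % is set by controls: 0 for no effect and ±100 for the full control effect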
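Normalized rate constant (relative to positive and negative DMSO controls) derived from a 2 min kinetic fluorescence read after stimulation; U2OS cells expressing the 3.1 isoform via virus at 1.77 x 10^8 /mL.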
The depositor's hits bear a star; i = inactive; ? = inconclusive; · = not tested or not shown; [ ] = another dose, or the depositor's remark. Unless noted, calls come from the whole dose curve; as a rule, active = well fitted curve in the direction sought with a large enough effect; inconclusive = small, poorly fitted or top-dose-only effect, or another doubt; inactive = no such curve, though single readings can be large; an effect the other way counts as inactive or inconclusive. Not a hit list; overall some 2% were active at least once.

Compound | KCNH2 WT inh | ASM inhibitor | A-T KAP1 phos | a7 integrin act | TRPV1 ag | FBPA coupling cs | MLL CXXC-DNA inh | MBNL1-CUG inh | GALK inh | KCNH2 3.1 block
CCOc1ccc(CCNS(=O)(=O)c2cn(C)cn2)cc1OCC | -6 | 4% | -3% | 5% | -2 | · | 33%[activator] | -1% | -7% | -20
COc1ccc(OCCNC(=O)/C=C/c2ccc([N+](=O)[O-])cc2)cc1 | -5 | -1% | 4% | -18% | ? | 0 | 15% | ? | · | -4
CC1CCN(S(=O)(=O)c2ccc(NC(=O)CSc3ncccc3C(=O)O)cc2)CC1 | -22 | 9% | 1% | 24% | 1 | 19 | 1% | -7% | -7% | -1
Cc1ccc(C)n1C(CC(=O)O)c1ccc(C#N)cc1 (configuration not stated) | -3 | -5% | -2% | ? | -3 | -1 | -7% | -4% | -3% | -4
Cc1cccc(NC(=O)COc2ccc(Br)cc2)n1 | -24 | 1% | -3% | 20% | 0 | -13 | -1% | -12% | 0% | 3
COc1ccc2sc(-c3ccc(S(C)(=O)=O)cc3)c(C(=O)NCCCN3CCCC3=O)c2c1 | 3 | 2% | 5% | 29% | · | · | · | · | · | -1
COc1cccc(NC(=O)c2ccc(CN3CCN(c4ccccc4)CC3)cc2)c1 | ? | 0% | 1% | 15% | 6 | -1 | -3% | 1% | 0% | -32
Cc1ccsc1C(=O)OC(C)C(=O)Nc1ccc(Cl)cn1 (configuration not stated) | -2 | -9% | 14% | 22% | · | · | · | · | · | 1
CCCCN(C)C(=O)c1nc2ccccn2c1CN1CCC[C@H]1C(=O)OC | 0 | -3% | -3% | -11% | ? | 3 | 6% | -3% | 1% | -12
O=C(NCCCn1ccnc1)c1ccccc1F | -9 | -1% | 1% | 3% | -3 | 0 | 2% | 5% | 4% | -7
CCNCCNC(=O)c1c(O)c2c([nH]c1=O)CCCC2 | 1 | 1% | -3% | -36% | 1 | -5 | 1% | -8% | 0% | 1
CC(C(=O)Nc1cccnc1)c1ccc([N+](=O)[O-])cc1 (configuration not stated) | i | 4% | -1% | ? | 5 | 2 | 49%[activator] | ? | 0% | 1
Cc1ccccc1-c1ccc(=O)n(CC(=O)Nc2ccc(C(=O)N3CCCC3)cc2)n1 | 4 | 3% | -1% | 12% | 0 | 0 | 7% | 12% | -1% | 1
c1ccc(-n2c(Cc3cccnc3)nc3cnccc32)cc1 | 7 | 6% | · | 13% | · | · | · | · | · | 11
C/C(N)=C(/C#N)C(=O)CSc1nc2scc(-c3ccc(F)cc3)c2c(=O)n1C | 4 | ? | -2% | -22% | 2 | 0 | 11% | -12% | 1% | -19
O=C1CC(NS(=O)(=O)c2ccc([N+](=O)[O-])cc2)CN1c1ccc(Cl)cc1 (configuration not stated) | 3 | -4% | 5% | 16% | 5 | · | · | · | · | -15
CCOC(=O)Cc1csc(SCC(=O)Nc2nccs2)n1 | 4 | 0% | -7% | 30% | -4 | · | · | · | · | 0
COc1ccc(N=C2SC(CC(=O)Nc3ccccc3)C(=O)N2Cc2ccco2)cc1 (configuration not stated) | 2 | ? | 2% | 3% | 21 | -2 | -14% | 2% | 0% | -23
CCOc1cc2c(cc1OCC)C(c1ccccc1OC)OC(=O)C2 (configuration not stated) | -9 | · | 3% | 19% | 15 | 0 | 9% | 0% | · | 13
CC(=O)C1=C(O)C(=O)N(CCO)C1c1ccccc1 (configuration not stated) | 7 | 0% | 6% | -19% | 1 | -1 | 4% | -2% | 12% | 21
COc1ccc(N2CCN(C(=O)CN3C(=O)NC(C)(c4ccc5ccccc5c4)C3=O)CC2)cc1 (configuration not stated) | 1 | -10% | -2% | 18% | -1 | · | · | · | · | -4
COC(=O)c1c(C)[nH]c(C=Nc2ccc(OC)cc2)c1C | 5 | 3% | -5% | -10% | -3 | -4 | 6% | -6% | 10% | 17
CNC(=O)COC(=O)c1ccc(OCC(=O)Nc2ccccc2OC)c(OC)c1 | 1 | -2% | 6% | 9% | 0 | 2 | -3% | 4% | 6% | 9
CC12CCC(=O)N1C(C(=O)Nc1cc(Cl)ccc1N1CCCC1)CS2 (configuration not stated) | -4 | -1% | 3% | -3% | 24 | · | · | · | · | -8
CC(=O)Nn1cnc2c(c1=O)C1(CCCCC1)Cc1ccccc1-2 | -35 | -1% | -4% | -5% | 26 | 1 | 13% | -4% | 2% | 0
Cc1ccc(C(=O)C(C)OC(=O)c2ccccc2[N+](=O)[O-])cc1 (configuration not stated) | -2 | · | 2% | 11% | 11 | 2 | 14% | · | 1% | 32
Cc1ccccc1N1CCN(C(=O)c2ccc(Oc3ccc(C(F)(F)F)cn3)cc2)CC1 | -15 | -8% | -5% | 12% | 4 | -3 | 4% | -2% | -5% | 15
COc1ccc([C@H]2[C@@H](C#N)[C@H](C#N)N3CCCN23)cc1 | 1 | 6% | 9% | -31% | -4 | 2 | -3% | -1% | -2% | -98*
O=C(CCC(=O)N1CCOc2ccccc21)N1CCN(c2ccccc2)CC1 | 4 | -3% | 0% | -5% | -2 | 2 | · | 2% | · | -4
CCC(C)Nc1nc(C)nc2c1oc1ccccc12 (configuration not stated) | 29 | -1% | -6% | -50%[inhibitor] | ? | 0 | -6% | 1% | 5% | -2
Cc1onc(-c2ccccc2Cl)c1C(=O)N1CCN(C)CC1 | -2 | 7% | -1% | -10% | -2 | -2 | 22% | 0% | -1% | 10
COc1ccc(C(=O)NN2CCCCC2)cc1OC | -11 | 2% | -3% | 10% | 0 | -3 | -5% | -4% | 2% | -5
CCOc1ccc(N(CC(=O)NC2CCCCC2)C(=O)CCC(=O)Nc2nccs2)cc1 | 5 | 8% | 6% | 18% | 0 | 1 | -4% | 0% | 4% | -91*
CC(C)CCn1nnnc1CN1CCN(c2ccc(F)cc2)CC1 | 4 | -2% | 0% | 0% | 3 | 0 | -3% | -8% | 15% | 6
O=[N+]([O-])c1ccc(Cl)cc1CNc1ccc(F)c(F)c1 | 3 | 5% | 6% | -23% | 3 | 0 | 10% | · | 0% | 6
COc1cc(C(c2c(C)[nH][nH]c2=O)c2c(C)[nH][nH]c2=O)cc(Br)c1OC | 4 | 0% | 0% | 2% | -3 | -1 | -14% | 0% | 1% | -15
CCN1CCN(C/C(C)=C/c2ccccc2)CC1 | -20 | -2% | -1% | -6% | 3 | 0 | 1% | 5% | -2% | 3
Cc1cc(=O)[nH]c(-n2nc(C)c(Oc3ccccc3O)c2C)n1 | 5 | -1% | -5% | -29% | 1 | -1 | -11% | 2% | 0% | 1
O=C(COc1ccccc1Cc1ccccc1)NCCCN1CCOCC1 | 10 | 3% | 27% | -14% | 14 | -3 | 1% | -7% | 0% | 1
COc1cccc(C(N)=O)c1OC(=O)Cc1ccccc1F | -4 | -8% | -1% | 16% | 2 | 2 | 13% | -3% | 4% | 4
Cc1c(-c2ccccc2)oc2c(C(=O)N3CCN(c4ccccc4F)CC3)cccc2c1=O | 25 | -2% | -7% | -3% | 11 | 2 | -1% | -13% | · | -3
CCOc1ccc(N2C(=O)CC(NCc3ccc(F)cc3)C2=O)cc1 (configuration not stated) | 2 | 1% | -3% | -15% | 0 | 2 | -9% | 3% | -3% | -3

Source: PubChem (National Center for Advancing Translational Sciences (NCATS))
